JMJD2A Tudor inh – qHTS Assay for Inhibitors of JMJD2A-Tudor Domain; AID 504339, 2011; AlphaScreen JMJD2A-Tudor / H3K4me3 peptide binding; 4.4% of 390,000 active; Potency, µM (titrated, usually from 114 µM), for inactives: at the top dose activity change, negative = inhibition, actives largely listed as inhibitors; Lysine-specific demethylase 4A (Homo sapiens), O75164; also: potency is read from the fitted curve at half-maximal effect; % is scaled to controls: 0 for no effect and ±100 for the full control effect; nearly all actives have a fitted effect of over 50% in size
Pin1 inhibitor – qHTS Assay to Find Inhibitors of Pin1; Potency, µM (series often up to 115 µM), for the others: at the highest dose activity, negative = inhibition, actives largely listed as inhibitors; Peptidyl-prolyl cis-trans isomerase NIMA-interacting 1 (Homo sapiens), Q13526; Pin1 FP peptide displacement, HiFluor488, 10 min; 0.009% of 390,000 active; active = well fitted inhibition curve with a large enough effect in the polarisation, with a control signal flat, not every such curve was filed as active; inconclusive = small, poorly fitted or top-dose-only effect, or effect the other way, or a change in a side signal; inactive = no such curve, though single readings can be large or run the other way; the % refers to the polarisation; also: potency is read from the fitted curve at half-maximal effect; % is scaled to controls: 0 for no effect and ±100 for the full control effect
Target sequence (Q13526 whole entry, looked up): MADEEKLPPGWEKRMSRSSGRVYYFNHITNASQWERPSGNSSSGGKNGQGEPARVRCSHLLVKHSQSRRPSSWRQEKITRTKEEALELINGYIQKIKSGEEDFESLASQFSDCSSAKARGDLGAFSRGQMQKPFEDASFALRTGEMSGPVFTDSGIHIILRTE
Tb PGK inh – qHTS Assay to Find Inhibitors of Phosphoglycerate Kinase; PGK/GAPDH coupled, Kinase-Glo luminescence, 60 min; 0.043% of 380,000 active; Potency, µM (titrated, usually from 57.5 µM), for inactives: at the highest dose activity change, negative = inhibition, usual class: inhibitors; also: potency is read from the fitted curve at half-maximal effect; % is scaled to controls: 0 for no effect and ±100 for the full control effect; nearly all actives have a fitted effect of over 60% in size
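Recombinant glycosomal PGK reaction used 1,3-bisphosphoglycerate generated in-well by GAPDH (100nM final) in 100mM TEA pH 7.6, 5mM MgCl2, 0.01% Tween-20. After 60 minutes at room temperature, ATP was read by Kinase-Glo Plus luminescence end-point.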
HP1b chromo inh – HTS for Inhibitors of HP1-beta Chromodomain Interactions with Methylated Histone Tails; AlphaScreen HP1-beta / biotin-H3K9me3 peptide binding; 0.56% of 390,000 active; Chromobox protein homolog 1 (Homo sapiens), P83916; Potency, µM (highest dose often 114 µM), for inactives: top-dose activity change, negative = inhibition, actives largely listed as inhibitors; also: potency is read from the fitted curve at half-maximal effect; nearly all actives have a fitted effect of over 70% in size; inactives centre near 23
Target sequence (P83916 whole entry, looked up): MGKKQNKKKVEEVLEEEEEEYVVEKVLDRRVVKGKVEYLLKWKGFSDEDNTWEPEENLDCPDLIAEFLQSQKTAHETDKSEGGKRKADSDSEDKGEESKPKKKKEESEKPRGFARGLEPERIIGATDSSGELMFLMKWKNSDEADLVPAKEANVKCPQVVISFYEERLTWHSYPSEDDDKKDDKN
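Compound inhibition of the preformed complex between 50 nM HP1-beta and 50 nM biotinylated H3K9me3 peptide was read by AlphaScreen. Buffer was PBS pH 7.4 with 0.01% Tween-20. Incubations ran 30 min at room temperature, with 10 ug/mL donor/acceptor beads.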
GLS inh – qHTS for Inhibitors of Glutaminase (GLS); Potency, µM (highest dose often 45.5 µM), for inactives: top-dose activity change, negative = inhibition, hits mostly inhibitors; 0.21% of 410,000 active; GLS enzymatic activity, qHTS titration; AID 624170, 2012; also: potency is read from the fitted curve at half-maximal effect; % is scaled to controls: 0 for no effect and ±100 for the full control effect
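Enzyme dispensed in phosphate buffer (45 mM, pH 8.2, 0.02% Tween-20), compounds pinned in, then 1 mM L-glutamine solution and the glutamate oxidase–HRP–Amplex Red mix added; fluorescence read immediately and again after 30 min at room temperature.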
BAZ2B inh – qHTS Assay for Inhibitors of BAZ2B; Bromodomain adjacent to zinc finger domain protein 2B (Homo sapiens), Q9UIF8; AlphaScreen BAZ2B-H3K14Ac peptide displacement; Potency, µM (top dose mostly 114 µM), for the others: at the top dose activity change, negative = inhibition, hits mostly inhibitors; 4.4% of 360,000 active; AID 504333, 2011; also: potency is read from the fitted curve at half-maximal effect; % is scaled to controls: 0 for no effect and ±100 for the full control effect; nearly all actives have a fitted effect of over 60% in size
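BAZ2B (50 nM) with biotin-H3(5-23)K14Ac peptide (50 nM) in PBS pH 7.4, 0.01% Tween-20, preformed 30 min, then compound 30 min at room temperature; top concentration 110uM. AlphaScreen streptavidin donor/nickel chelate acceptor beads (10 ug/mL final), 20 min dark, signal read.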
Pol eta inh – qHTS for Inhibitors of Polymerase Eta; DNA polymerase eta (Homo sapiens), Q9Y253; recombinant Pol eta, fluorescent DNA replication assay; Potency, µM (highest dose often 114 µM), inactives show top-dose activity change, negative = inhibition, hits mostly inhibitors; 1.2% of 390,000 active; AID 588591, 2011; also: potency is read from the fitted curve at half-maximal effect; % is scaled to controls: 0 for no effect and ±100 for the full control effect
Target sequence (Q9Y253 whole entry, looked up): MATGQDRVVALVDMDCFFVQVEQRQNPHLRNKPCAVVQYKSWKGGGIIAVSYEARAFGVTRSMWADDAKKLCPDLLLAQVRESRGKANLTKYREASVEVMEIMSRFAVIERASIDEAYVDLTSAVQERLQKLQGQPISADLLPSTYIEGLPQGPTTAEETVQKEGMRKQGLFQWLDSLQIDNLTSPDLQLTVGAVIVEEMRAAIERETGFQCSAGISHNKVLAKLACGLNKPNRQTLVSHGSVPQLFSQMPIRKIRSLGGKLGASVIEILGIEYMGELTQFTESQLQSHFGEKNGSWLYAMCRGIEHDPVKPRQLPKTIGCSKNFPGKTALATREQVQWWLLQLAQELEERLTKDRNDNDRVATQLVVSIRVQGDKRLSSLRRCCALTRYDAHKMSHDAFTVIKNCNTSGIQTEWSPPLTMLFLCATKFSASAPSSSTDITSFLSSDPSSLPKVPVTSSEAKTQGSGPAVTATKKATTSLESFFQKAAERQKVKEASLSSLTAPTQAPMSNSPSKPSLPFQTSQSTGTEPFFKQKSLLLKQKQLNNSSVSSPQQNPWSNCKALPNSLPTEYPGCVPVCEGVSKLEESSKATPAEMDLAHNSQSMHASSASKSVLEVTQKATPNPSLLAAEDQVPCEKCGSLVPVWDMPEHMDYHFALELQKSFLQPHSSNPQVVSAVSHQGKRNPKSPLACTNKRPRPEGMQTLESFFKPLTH
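Pol eta (10 nM) was preincubated with compounds for 15 min at room temperature, after which fluorescent replication substrate (50 nM final) was added to start the reaction. Fluorescence was read kinetically at 0 and 10 min.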
PI4K2A block – qHTS for small molecular inhibitors of PI4K2A; AID 1346378, 2018; activity change, negative = inhibition, % at 76.9 µM; purified PI4K2A, ADP-Glo luminescence, 1 h; hits give low values; 0.13% of 420,000 active; in the data active = activity change below about -50%; inconclusive = mostly about -30% to -49%;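 also: -100% = wells without enzyme as full effect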
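PI4K2A activity was measured by ADP-Glo luminescence: enzyme (4 ug/mL stock) and phosphatidylinositol (1.2 mM stock) in Tris pH 7.5/MgCl2/EGTA/Triton X-100 buffer were reacted with ATP (300 microM stock) for one hour at ambient temperature.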
G9a inh – qHTS Assay for Inhibitors of Histone Lysine Methyltransferase G9a | 8.8% of 350,000 active | G9a H3K9 monomethylation, AlphaScreen, 2 h | Histone-lysine N-methyltransferase EHMT2 (Homo sapiens), Q96KQ7 | Potency, µM (top dose mostly 102 µM), inactives show top-dose activity, negative = inhibition, hits mostly inhibitors; also: potency is read from the fitted curve at half-maximal effect; % is scaled to controls: 0 for no effect and ±100 for the full control effect; nearly all actives have a fitted effect of over 75% in size
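Chemiluminescent proximity detection of H3K9 monomethylation, read after 10 min bead incubation in the dark. Reaction: 20 nM G9a, 500 nM biotin-H3K9 peptide, 20 uM SAM cofactor, 2 h, room temperature, following 15 min enzyme-compound preincubation.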
* = called active by the depositor; i = inactive; u = inconclusive; x = no result given; [ ] = remark or other dose. Unless noted, calls follow the shape of the dose curve; as a rule, active = well fitted curve in the direction sought with a large enough effect; inconclusive = small, poorly fitted or top-dose-only effect, or another doubt; inactive = no such curve, though single readings can be large; an effect the other way counts as inactive or inconclusive. Not all compounds are listed; the hit share may differ from the screen's.

JMJD2A Tudor inh,Pin1 inhibitor,Tb PGK inh,HP1b chromo inh,GLS inh,BAZ2B inh,Pol eta inh,PI4K2A block,SMILES,G9a inh
-15%,5%,-6%,13%,1%,x,-15%,3,CC(=O)NC12CC3CC(C1)CC(C(=O)N1CCN(c4ncccn4)CC1)(C3)C2,x
-12%,u,6%,21%,19%,x,-4%,1,Cc1cc(C)c(C#N)c(SCC(=O)Nc2cc(C)on2)n1,x
-12%,0%,2%,29%,-2%,-11%,1%,-3,COc1cc(NC(=O)CCCc2nnc3n(CC(C)C)c(=O)c4sccc4n23)cc(OC)c1,2%[59 µM]
40µM*,4%,0%,u,6%,40µM*,-24%,-5,CCOC(=O)COc1ccccc1C1C(C(=O)OC)=C(C)NC2=C1C(=O)c1ccccc12 (centres undefined),13µM*
-13%,5%,-1%,3%,2%,9%,-11%,-4,Cc1cccc(N2CCN(c3nc4ccccc4n4cnnc34)CC2)c1C,u
-10%,-2%,x,24%,9%,3%,-5%,-2,NC(=O)Cn1ccc(O)c(Cc2ccc(Cl)cc2Cl)c1=O,9%[2.33 µM]
x,x,-3%,x,1%,x,-6%,-3,COc1ccc(CN2C(=O)C(CC(=O)NCc3ccco3)CC(C(=O)N(C(C)C)C(C)C)=C2C)cc1 (centres undefined),x
-12%,1%,x,6%,2%,-28%,-6%,10,CCOC(=O)c1cc2sccc2n1CC(=O)N1c2ccccc2CC1C (centres undefined),-10%[12.7 µM]
-6%,u,0%,4%,7%,-5%,-14%,4,COc1cc(NC(=S)N2CCCC(CO)C2)c(OC)cc1Cl (centres undefined),45µM*
1%,5%,-10%,76%[activator],2%,2%,-5%,-6,COc1ccc(Cl)cc1C(=O)OCC(=O)NCc1cccs1,5%[59 µM]
32%,-2%,-6%,61%[activator],-1%,10%,-6%,0,Cc1nn(-c2ccccc2)c(C)c1C(=O)OCc1ccc(C#N)cc1,28%
0%,u,8%,35%,8%,-4%,5%,-6,Cc1ccc(Cl)cc1NC(=O)CCC(=O)N1CC(C)Sc2ccccc21 (centres undefined),-5%[59 µM]
-10%,-9%,-1%,5%,-8%,x,0%,-2,COc1ccc(S(=O)(=O)Nc2ccccc2)cc1,x
-20%,6%,-1%,2%,-35%,-31%,-5%,1,Cc1cc(NC(=O)CN2C(=O)NC3(CCCCC3)C2=O)ccc1N1CCCC1,8.9µM*
-20%,0%,-7%,9%,0%,-12%,-1%,-4,COc1cc(CN(C)C)cc(C=O)c1O,x
x,x,i,x,0%,x,-12%,-4,COc1ccccc1N1CCN(C(=O)c2ccc3noc(-c4ccccc4)c3c2)CC1,x
-18%,u,-5%,32%,-3%,x,u,2,COc1ccccc1N1CCN(C(=O)COc2ccc(Cl)cc2Br)CC1,-51%[59 µM]
-8%,1%,8%,10%,-2%,5%,-13%,1,CCOc1ccc(CCNC(=O)COC(=O)Cc2ccc(OC)c(OC)c2)cc1OCC,8%
-4%,0%,i,40%[activator],-10%,-33%,-2%,4,Cc1cccc(NS(=O)(=O)c2cccc([N+](=O)[O-])c2)n1,-3%
-23%,2%,-6%,14%,-4%,u,u,3,Cc1cccc(CCNC(=O)C2CCCN(c3cnccn3)C2)c1 (centres undefined),-6%
-18%,u,3%,14%,8.9µM*,u,1%,-1,Cc1ccc(-c2cc3nccc(-c4cc([N+](=O)[O-])ccc4O)n3n2)cc1,-51%[59 µM]
-6%,-1%,i,54%[activator],-9%,-12%,-19%,-8,CCOC(=O)CC(NC(=O)CCc1c(C)nc2cc(-c3ccccc3)nn2c1C)c1ccc(C)cc1 (centres undefined),-1%[59 µM]
29%,-1%,4%,105%,12%,-6%,-9%,5,CSc1nc(-c2ccccc2)nn1C(=O)c1ccc(Cl)cc1,-51%
-30%,-18%,-10%,-23%,6%,-19%,-16%,-28,COC1=C(N2CCOCC2)C(=O)c2ccccc2C1=O,3.5µM*
5%[57.1 µM],0%,i,54%[activator],0%,u,-19%,0,COC(=O)c1cc(COC(=O)c2ccc3ccccc3n2)oc1C,-38%[12.7 µM]
-26%[11.4 µM],1%,-13%,41%[activator],-8%,5%,u,-3,Cc1nn(C(=O)c2ccco2)c(C)c1Sc1ccc([N+](=O)[O-])cc1,-20%[12.7 µM]
-4%,u,-4%,24%,1%,-4%,-11%,-2,COC(=O)c1ccc2c(c1)NC(=O)C(N1CCCC1)S2 (centres undefined),u
-28%,-1%,-3%,3%,6%,u,-3%,-2,CCC(CC)C(=O)Nc1nc(-c2ccc3c(c2)CCN3C(=O)C2CC2)c(C)s1,u
-10%,u,-13%,3%,0%,1%,5%,6,COc1ccc(NS(=O)(=O)c2ccc3[nH]c(=O)[nH]c3c2)cc1OC,9%
-3%,-3%,-8%,24%,6%,-2%,-20%,3,O=C1CC(Cc2ccc(Cl)cc2)C(=O)N1c1cc(Cl)ccn1 (centres undefined),4%
-7%,-5%,-4%,17%,0%,5%,-14%,-13,CC(Sc1ccc(Cl)cc1)C(=O)Nc1ccccc1C(=O)N1CCOCC1 (centres undefined),12%[59 µM]
6%,-2%,i,28%,-10%,29%,-14%,1,Cc1cccc(OCC(O)CN2CCOCC2)c1 (centres undefined),x
-24%,-5%,-1%,12%,15%,-16%,0%,-2,CN(C)C(=S)NC(=O)C12CC3CC(C)(CC(C)(C3)C1)C2,-7%
-3%,-2%,-3%,25%,2%,x,-22%,-12,O=C(Nn1cnc2ccccc2c1=O)c1ccccc1[N+](=O)[O-],2%
u,9%,-1%,-11%,18%,u,-3%,0,CCN1CCN(c2ccc(NC(=O)CCc3c(C)nc4c(-c5ccc(F)cc5)c(C)nn4c3C)cc2)CC1,u
-9%,5%,-2%,30%,8%,-5%,-9%,-2,CCOC(=O)COc1ccc(F)cc1C(=O)c1ccn2nc(-c3ccc(Cl)cc3)cc2n1,0%[59 µM]
-35%,-7%,i,1%,2%,-2%,-8%,-4,CC(=O)NC(Cc1ccc(F)c(F)c1)C(=O)NC1CCN(S(=O)(=O)c2ccc(C)cc2)CC1 (centres undefined),-8%
-6%,0%,-1%,28%,-7%,x,-7%,-5,C[C@@H]1COC(=O)[C@@H](CC(=O)OC(C)(C)C)C/C=C\C[C@@H](CC(=O)N(CCO)Cc2ccccc2)C(=O)N1,x
u,1%,-8%,-11%,0%,u,-3%,0,O=C1OC(c2ccccc2)=N/C1=C\N1CCCCC1,7%[59 µM]
-9%,8%,i,37%,7%,1%,-7%,-5,N#C/C(=C\c1ccc(Cl)cc1)c1nc(-c2cc3c(ccc4ccccc43)oc2=O)cs1,-2%[59 µM]
u,-9%,-8%,-7%,1%,u,-24%,-4,O=[N+]([O-])c1ccc(COc2ccc(Br)cc2CN2CCOCC2)cc1,50µM*
-18%,1%,2%,25%,4%,0%,-2%,1,O=C(c1nnc(Cc2ccc(Cl)cc2)o1)N1CCOCC1,20%
-11%,5%,-1%,9%,1%,0%,6%,6,CCCOc1ccc(N2C(=O)CC(SC(=NCC)Nc3cccc(F)c3)C2=O)cc1 (centres undefined),-11%[59 µM]
104%[activator],1%,2%,150%[activator],-3%,59%[activator],-13%,4,COc1cc(C)ccc1OCCCOc1ccccc1Cl,218%[activator]
-2%,8%,4%[11.5 µM],10%,6%,10%,-7%,-2,COc1ccccc1C(=O)N1CCNC(=O)C1CC(=O)Nc1cccc(C)c1 (centres undefined),31%[12.7 µM]

Molecules from the list above containing bromine (two):
JMJD2A Tudor inh,Pin1 inhibitor,Tb PGK inh,HP1b chromo inh,GLS inh,BAZ2B inh,Pol eta inh,PI4K2A block,SMILES,G9a inh
-18%,u,-5%,32%,-3%,x,u,2,COc1ccccc1N1CCN(C(=O)COc2ccc(Cl)cc2Br)CC1,-51%[59 µM]
u,-9%,-8%,-7%,1%,u,-24%,-4,O=[N+]([O-])c1ccc(COc2ccc(Br)cc2CN2CCOCC2)cc1,50µM*

Next entries
JMJD2A Tudor inh,Pin1 inhibitor,Tb PGK inh,HP1b chromo inh,GLS inh,BAZ2B inh,Pol eta inh,PI4K2A block,SMILES,G9a inh
-8%,3%,i,56%[activator],-4%,9%,4%,-1,CCOC(=O)C1CCCN(S(=O)(=O)c2cc3c(cc2Cl)NC(=O)CO3)C1 (centres undefined),x
-2%,-7%,0%,40%[activator],1%,-8%[57.1 µM],-15%,2,O=C(c1ccccc1)c1ccc(Cn2cc(CCCO)nn2)cc1,u
-2%,15%,-7%,0%[57 µM],3%,-20%,-2%,-4,Cc1ccc(NC(=O)Cn2c(=O)ccc3cc(S(=O)(=O)N4CCC(C)CC4)ccc32)cc1Cl,3%[59 µM]
1%,4%,i,56%[activator],-2%,10%,-10%,-2,Cc1cccc(OCC(=O)NCc2nnc3ccc(C(F)(F)F)cn23)c1C,-25%[59 µM]
1%,0%,9%,44%[activator],0%,-7%,-21%,-2,COC(=O)c1cccnc1Oc1ccccc1,u
-21%,1%,i,39%,0%,u,-11%,2,CCCC(=O)NC(=S)Nc1cccc2c(O)cccc12,u

Compound activity as filed in PubChem BioAssay.
